# GRK2 aptamer HTS = compounds blocking aptamer binding on GRK2 – biochemical, human GRK2, bead flow cytometry, HTS, primary screen. Beta-adrenergic receptor kinase 1 (Homo sapiens), P25098. FAM-aptamer displacement from GRK2. inhibition of aptamer binding, % at 10 µM. hit rate 0.59% among 330,000;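 active = inhibition of aptamer binding above 40%, roughly 3 SD of noise, on plates passing a quality check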;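 note: median bead fluorescence of bound FAM aptamer so fluorescent compounds give negative values; no value below 0 was filed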
# Target sequence (P25098 whole entry, looked up): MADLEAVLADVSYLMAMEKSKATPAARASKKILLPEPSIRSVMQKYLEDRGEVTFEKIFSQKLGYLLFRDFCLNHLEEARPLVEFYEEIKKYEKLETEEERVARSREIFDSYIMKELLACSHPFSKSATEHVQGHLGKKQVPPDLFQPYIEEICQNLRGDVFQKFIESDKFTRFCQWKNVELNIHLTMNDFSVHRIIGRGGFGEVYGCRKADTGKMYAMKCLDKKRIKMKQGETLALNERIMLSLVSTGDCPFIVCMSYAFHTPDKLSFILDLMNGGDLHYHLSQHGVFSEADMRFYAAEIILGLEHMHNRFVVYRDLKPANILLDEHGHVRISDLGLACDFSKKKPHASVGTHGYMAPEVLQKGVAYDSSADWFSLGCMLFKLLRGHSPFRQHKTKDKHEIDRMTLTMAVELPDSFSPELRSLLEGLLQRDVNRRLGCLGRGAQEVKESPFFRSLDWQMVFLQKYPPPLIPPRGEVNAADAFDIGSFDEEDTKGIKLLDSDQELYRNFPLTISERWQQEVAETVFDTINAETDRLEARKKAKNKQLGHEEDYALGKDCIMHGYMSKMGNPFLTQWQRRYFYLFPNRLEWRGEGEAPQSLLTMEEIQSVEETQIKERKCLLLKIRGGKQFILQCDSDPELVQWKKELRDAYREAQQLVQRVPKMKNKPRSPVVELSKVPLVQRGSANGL
# GLD-1 RNA inh = GLD-1/TGE RNA complex disruptors, primary screen, biochemical, fluorescence polarization; AID 2280, 2010; hit rate 0.44% among 320,000; purified GLD-1 + fluorescein TGE RNA; inhibition, % at 5.96 µM;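 active = percent inhibition above a per-plate cutoff, the plate mean of test compounds plus 3 SD, cut at about 30% in these data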;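 note: 0% = DMSO wells with GLD-1 and probe and 100% = wells lacking GLD-1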
# VLA-4 inh = inhibition in human VLA-4 binding assay, primary screen, VLA-4 allosteric modulator project, MLPCN library, flow cytometry, VLA-4 expressing cells. Integrin alpha-4 (Homo sapiens), P13612. hit rate 0.2% among 330,000. inhibition, % (about 7 µM as worked out from the volumes in the protocol). ligand binding flow cytometry. AID 2557, 2010; in the data active = inhibition above about 50%
# CIT2 TOR yeast = modulators of CIT2-GFP expression in yeast, primary screen, S. cerevisiae, GFP fusion, multiplex flow cytometry, MLPCN library; AID 2029, 2009; hit rate 0.065% among 320,000; S. cerevisiae CIT2-GFP strain, 3 h; 100 means same as DMSO wells; GFP response vs DMSO, % at 10 µM;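 active = GFP response relative to DMSO above a set limit, near the screen mean plus 3 SD, cut at about 150% in these data; inconclusive = Fewer than 70 cells measured for a yeast strain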;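 note: ratio of well median GFP fluorescence to mean of DMSO wells on the plate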
# Bcl-xL primary = inhibitors of human Bcl-xL, primary screen, biochemical, fluorescence polarization, HTS; Bcl-2-like protein 1 (Homo sapiens), Q07817; GST-Bcl-xL / FITC-Bim BH3 peptide fluorescence polarization; inhibition, % at 10.9 µM; hit rate 0.7% among 320,000;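 active = inhibition above the mean of all tested compounds plus 3 SD, cutoff set per campaign, cut at about 30% in these data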;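 note: 0% = DMSO wells and 100% = unlabeled Bim-BH3 peptide competitor; inhibitors lower millipolarization by displacing the labeled peptide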
# Target sequence (Q07817 whole entry, looked up): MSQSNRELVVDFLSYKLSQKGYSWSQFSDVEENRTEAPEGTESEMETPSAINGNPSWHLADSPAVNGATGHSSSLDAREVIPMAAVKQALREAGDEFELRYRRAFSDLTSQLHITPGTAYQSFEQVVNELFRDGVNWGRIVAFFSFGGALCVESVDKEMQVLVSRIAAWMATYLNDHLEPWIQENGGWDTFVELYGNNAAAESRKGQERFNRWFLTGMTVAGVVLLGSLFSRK
# MEX-5 binding = MEX-5 zinc finger RNA-binding disruptors – biochemical, C. elegans, fluorescence polarization, MLPCN library, primary screen; MEX-5/FITC-TCR2 RNA binding; hits give low values; activity score (negative = inhibition of binding), % at 10 µM; hit rate 0.38% among 300,000; AID 1832, 2009;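 active = inhibition past about -25% in most replicates, and total fluorescence under double the plate's negative control median, limit read from the data; inconclusive = replicates evenly split on the limit, or fluorescence at least double controls; inactive = too little inhibition in most replicates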;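 note: 0% = DMSO and -100% = 5 µM competing unlabeled TCR2 RNA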
# MCL1 BIM primary = inhibitors of MCL1 binding to BIM-BH3, primary screen, biochemical, fluorescence polarization; hit rate 0.68% among 320,000; GST-MCL1 / FITC-Bim-BH3 fluorescence polarization; AID 2057, 2009; inhibition, % at 10.9 µM;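 active = inhibition above the mean inhibition of all tested compounds plus 3 SD, set per campaign, cut at about 40% in these data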;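 note: 0% = DMSO wells and 100% = unlabeled Bim-BH3 peptide control; higher means more loss of mP so more displacement of Bim peptide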
# CR mimetic SO = reduction of superoxide in aged yeast, primary screen, HTS | S. cerevisiae aged cells, superoxide DHE fluorescence; hits give low values | superoxide response (% of plate mean), % at 10 µM | AID 2690, 2010 | hit rate 0.18% among 330,000;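 active = superoxide response under a set limit, about three screen SD below normal, cut at about 65% in these data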;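 note: yeast aged for seven days with compound at 30 °C before DHE staining; 100% = average MFI of all compound-treated wells on the plate with controls excluded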
# AGP1 TOR yeast = modulators of AGP1-GFP expression in yeast TOR pathway, primary screen, cell-based, multiplex flow cytometry, S. cerevisiae, MLPCN library | 3 h; GFP as percent of DMSO wells | GFP response vs DMSO, % at 10 µM | hit rate 0.02% among 320,000 | AID 2066, 2009;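 active = GFP response relative to DMSO above a set limit, near screen average plus 3 SD, cut at about 150% in these data; inconclusive = fewer than 70 cells counted for the yeast strain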;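 note: median GFP channel fluorescence of the gated AGP1 strain per well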
# An asterisk follows results filed as active; ? = inconclusive; . = no result given. The order is random; about 2.1% have a hit in one of these screens.
SMILES,GRK2 aptamer HTS,GLD-1 RNA inh,VLA-4 inh,CIT2 TOR yeast,Bcl-xL primary,MEX-5 binding,MCL1 BIM primary,CR mimetic SO,AGP1 TOR yeast
Cc1ccc(NC(=O)NC(=O)CSc2n[nH]c(N)n2)c(C)c1,4,5,-20,85,2,-3.6,4,101,92
C=CCOc1ccc(/C=C\c2nc(O)c([N+](=O)[O-])c(=O)[nH]2)cc1OCC,4,4,-6,102,-1,1.0,-2,113,103
CCCCCC(=O)Nc1ccc(C(=O)COC(=O)CN2C(=O)NC3(CCCC3)C2=O)cc1,0,3,12,92,-10,-1.4,-18,105,111
Cc1ccc(CN/C=C/C(=O)c2ccc(Br)cc2)cc1,0,-8,6,87,-6,-0.8,-10,100,91
COCCCNc1nc2nonc2nc1N1C[C@H]2CC[C@H]1C2,0,3,6,97,6,3.5,2,103,102
COc1cc(/C=N\NC(=O)c2ccc(Cl)cc2)ccc1Oc1ccc([N+](=O)[O-])cn1,3,4,23,99,-15,-1.1,-17,101,109
CCn1c(/C=C/Nc2ccccc2)[n+](CC)c2ccc(C(=O)OCC(F)(F)F)cc21,1,-6,7,98,-9,-2.2,-21,108,109
O=C(Nc1ccc(N2CCCC2)cc1)c1cc(Br)ccc1Cl,0,-2,-12,109,6,0.6,16,82,101
CC(C)Sc1nnc(Nc2ccccc2)s1,3,8,2,94,-3,-1.0,2,100,95
CCOC(=O)C1(Cc2ccc(Cl)cc2)CCN(C(C)Cc2ccc(O)c(OC)c2)CC1 (stereo not given),0,2,-1,114,2,-1.2,14,98,97
C/C(=N\NC(=O)CNC(=O)c1ccccc1F)c1ccco1,1,-7,10,103,-6,-0.2,2,109,98
CCOC(=O)C1(C)NC(c2ccccc2F)C2C(=O)N(c3cccc(C(C)=O)c3)C(=O)C21 (stereo not given),0,4,10,.,6,-0.7,8,101,94
COc1ccc(NC(=O)CNc2ccc(C#N)cc2)cc1,2,6,7,99,-11,1.9,-11,83,98
NC(=S)NNc1ccc(Cl)c(Cl)c1,1,5,-7,100,0,1.7,2,85,106
CCN(CCNC(=O)C1CCN(c2nnc(-n3cccc3)s2)CC1)c1ccccc1,2,1,0,83,0,-0.5,-2,106,105
O=[N+]([O-])c1ccc(N2CCN(Cc3ccccc3)CC2)s1,2,-49,-11,91,-23,-2.0,-34,93,88
Cc1ccccc1C(=O)NNC(=O)C(=O)Nc1cccc(Cl)c1C,0,15,11,112,20,0.6,27,90,111
Cc1ccsc1C(=O)N1CCN(c2ncccn2)CC1,2,2,-3,87,4,.,7,92,88
CN(CCOc1ccc(Cl)cc1)C(=O)c1ccc(S(=O)(=O)N2CCOCC2)cc1,4,-7,11,91,3,0.2,5,106,96
COc1ccc(CNCc2ccc(OC)c3ccccc23)cc1,0,-1,3,107,0,-1.5,-1,117,110
O=C(Nc1ccc(Cl)cc1)N1CCOCC1,5,5,-6,104,1,-1.1,-5,108,95
COc1cccc(NC(=O)CN(C)C(=O)Cn2c(=O)oc3ccccc32)c1,0,4,8,88,-2,-3.8,2,100,97
COc1ccc(C(=O)NCc2ccc3c(c2)OCO3)cc1,1,-3,0,99,4,-5.3,6,95,103
COc1ccc([C@H]2CC(=O)C=C(/C=C/c3ccccc3)C2)cc1,5,3,15,99,7,.,0,102,106
COc1ccc(S(=O)(=O)N2CCOCC2)cc1NC(=O)c1ccc(-n2nc(C)cc2C)cc1,1,1,-18,103,2,0.9,4,98,103

# Structural class, the entries above containing an aryl thioether with sulfur outside any ring (two)
SMILES,GRK2 aptamer HTS,GLD-1 RNA inh,VLA-4 inh,CIT2 TOR yeast,Bcl-xL primary,MEX-5 binding,MCL1 BIM primary,CR mimetic SO,AGP1 TOR yeast
Cc1ccc(NC(=O)NC(=O)CSc2n[nH]c(N)n2)c(C)c1,4,5,-20,85,2,-3.6,4,101,92
CC(C)Sc1nnc(Nc2ccccc2)s1,3,8,2,94,-3,-1.0,2,100,95

# Additional results follow.
SMILES,GRK2 aptamer HTS,GLD-1 RNA inh,VLA-4 inh,CIT2 TOR yeast,Bcl-xL primary,MEX-5 binding,MCL1 BIM primary,CR mimetic SO,AGP1 TOR yeast
O=C1CC(N2CCN(c3ncccn3)CC2)C(=O)N1CCc1ccccc1 (stereo not given),0,0,-10,92,3,-1.9,0,99,99
O=C1C2C3C=CC(CC3)C2C(=O)N1/N=C/c1ccco1 (stereo not given),0,2,3,94,3,-1.7,4,127,95
O=C(NCCOc1ccccc1)c1cncc(Br)c1,1,-3,19,95,5,-0.5,7,109,92
Clc1ccc(-c2csc(-c3cccnc3)n2)s1,1,2,2,110,0,-1.1,-1,84,107
O=S(=O)(Nc1cccc2[nH]ncc12)c1cccs1,0,-5,15,98,8,0.2,-1,92,99
O=c1c(N2CCOCC2)nsn1Cc1ccccc1,0,-3,15,.,1,-2.5,-2,118,98
CN(CCC#N)C(=S)Nc1ccc(Oc2ccccc2)cc1,5,-9,-1,96,-2,0.1,11,88,96
Cc1ccc(/C=C2\C(=N)N3N=C(CC(=O)N4CCCCC4)SC3=NC2=O)cc1,0,0,-3,104,4,0.9,2,111,90
CC(C)c1ccc(C(O)c2cnc(C(C)C)n2C)cc1 (stereo not given),0,2,18,96,0,-2.8,-1,93,100
CC1Cc2ccccc2N1C(=O)c1ccc(F)c(S(=O)(=O)N2CCOCC2)c1 (stereo not given),0,-2,1,112,.,.,.,108,100
Cc1ccc(-c2nn(-c3ccccc3)cc2/C=C/C(=O)OCC(=O)NC2CC2)o1,78*,-2,-3,93,4,0.3,6,108,90
Cc1ccc(C2=NNC(c3ccc(Cl)cc3)=Nc3ccccc32)o1,1,-1,15,102,-3,1.7,-20,121,104
Cc1cccc(NS(=O)(=O)c2ccc(C(=O)NCC(C)(C)N3CCOCC3)cc2)c1C,0,-2,-7,110,-1,-4.6,-6,95,102
Cc1cccc(NC(=O)C2C3CCCCC32)c1 (stereo not given),0,.,2,100,.,0.3,.,105,106
COC(=O)C1=C(C)N(Cc2ccc3c(c2)OCO3)C(=O)C1,7,0,5,81,-2,2.4,1,75,89
Cn1cc(/C=C2\SC(=S)N(NC(=O)c3ccccc3)C2=O)c2ccccc21,14,-158,21,98,-42,3.5,-78,99,102
CC(C)(C)C(=O)Cn1nnc(-c2ccc(C(F)(F)F)cc2)n1,1,5,7,83,8,.,6,102,91
CCCCCCCCCCS(=O)(=O)N/N=C/c1ccc(O)cc1,3,3,7,100,3,2.5,-8,102,102
Cc1onc(-c2ccccc2)c1-c1nnc(-c2ccccc2C(F)(F)F)o1,1,-3,-20,86,1,1.4,-9,96,90
O=C(c1cc2c(cc1Br)OCCCO2)N1CCCCC1,.,0,-7,97,2,1.1,7,93,98
N#C/C(=C\c1ccc(F)c(Cl)c1)S(=O)(=O)c1ccccn1,0,2,0,83,-1,0.3,-7,86,92
NS(=O)(=O)c1ccc(NC(=O)CSc2nnc(Cc3cccs3)n2-c2ccccc2)cc1,2,4,8,91,-6,0.8,-3,99,.
Cc1ccccc1C(=O)N1CCN(c2ccc(NC(=O)c3ccc([N+](=O)[O-])o3)cc2)CC1,0,2,2,112,3,-0.7,5,109,107
CS(=O)(=O)N1CC(C(=O)O)Oc2ccc(CC(=O)O)cc21 (stereo not given),6,-4,0,101,4,0.7,9,101,.
CN1CCN(CCCNC(=O)c2cn(C3CCCCC3)c(=O)c3c2c2ccccc2n3C)CC1,1,2,1,99,3,-1.9,7,93,97
# (listing goes on)
SMILES,GRK2 aptamer HTS,GLD-1 RNA inh,VLA-4 inh,CIT2 TOR yeast,Bcl-xL primary,MEX-5 binding,MCL1 BIM primary,CR mimetic SO,AGP1 TOR yeast
CN(C)C(=O)COC(=O)c1ccccc1NC(=O)c1ccco1,0,3,-4,101,4,-2.3,2,102,98
Cc1ccccc1CC(=O)N1CCN(C(=O)C2CCCO2)CC1 (stereo not given),0,6,1,?,5,2.0,4,100,?
COc1ccccc1NC(=O)CCC(=O)OCc1ccc([N+](=O)[O-])cc1,6,-10,8,94,-11,-1.2,-26,97,98
COc1ccccc1-c1nc2c3ccccc3nc(=S)n2[nH]1,2,-5,9,111,4,1.4,0,94,117
CC(C)OC(=O)c1cc2ccccc2oc1=O,2,7,-14,95,1,0.7,0,98,88
Cc1nn(C)c(NC(=O)c2ccccc2Cl)c1Br,0,-4,10,97,-2,2.2,-2,87,95
CN(C(=O)COC(=O)c1ccccc1Nc1ccccc1)C1CCS(=O)(=O)C1 (stereo not given),2,0,16,104,-6,-1.2,-9,97,102
CC(C)c1ccccc1OCC(=O)Nc1cc(S(=O)(=O)N2CCOCC2)ccc1N1CCCC1,3,4,-4,98,-2,-0.7,-12,104,102
CCOC(=O)CCN(Cc1sccc1C)S(=O)(=O)c1ccc(F)cc1,0,4,9,94,-1,1.9,2,96,104
Cc1[nH][nH]c(=O)c1/C=N/N1CCOCC1,2,6,4,102,-1,-27*,-2,103,101
Cc1ccc2nc(C)cc(N/N=C/c3ccccc3O)c2c1,1,5,8,108,3,3.3,19,97,95
Cn1nc(-c2ccccc2)cc1NS(=O)(=O)c1ccccc1,1,-4,1,105,6,2.2,-4,121,104
O=C(N/N=C/c1coc2ccccc2c1=O)c1cn(-c2ccccc2)nc1-c1ccccc1,0,-1,6,.,5,-2.7,13,94,.
CC(=O)Nc1c(O)[nH]c2ccccc12,0,-1,7,67,1,0.1,1,105,79

# Grouped by structure: those above containing fluorine (eight)
SMILES,GRK2 aptamer HTS,GLD-1 RNA inh,VLA-4 inh,CIT2 TOR yeast,Bcl-xL primary,MEX-5 binding,MCL1 BIM primary,CR mimetic SO,AGP1 TOR yeast
CCn1c(/C=C/Nc2ccccc2)[n+](CC)c2ccc(C(=O)OCC(F)(F)F)cc21,1,-6,7,98,-9,-2.2,-21,108,109
C/C(=N\NC(=O)CNC(=O)c1ccccc1F)c1ccco1,1,-7,10,103,-6,-0.2,2,109,98
CCOC(=O)C1(C)NC(c2ccccc2F)C2C(=O)N(c3cccc(C(C)=O)c3)C(=O)C21 (stereo not given),0,4,10,.,6,-0.7,8,101,94
CC1Cc2ccccc2N1C(=O)c1ccc(F)c(S(=O)(=O)N2CCOCC2)c1 (stereo not given),0,-2,1,112,.,.,.,108,100
CC(C)(C)C(=O)Cn1nnc(-c2ccc(C(F)(F)F)cc2)n1,1,5,7,83,8,.,6,102,91
Cc1onc(-c2ccccc2)c1-c1nnc(-c2ccccc2C(F)(F)F)o1,1,-3,-20,86,1,1.4,-9,96,90
N#C/C(=C\c1ccc(F)c(Cl)c1)S(=O)(=O)c1ccccn1,0,2,0,83,-1,0.3,-7,86,92
CCOC(=O)CCN(Cc1sccc1C)S(=O)(=O)c1ccc(F)cc1,0,4,9,94,-1,1.9,2,96,104
